Bioassay records from PubChem BioAssay.
GAA glycogen mod: inhibitors or activators of human alpha-glucosidase glycogen cleavage | 300,000 tested, 0.38% active | AID 2100 | recombinant GAA, glycogen substrate, Amplex Red glucose oxidase fluorescence | P10253 | Potency, µM (highest dose often 76.4 µM), for inactives: top-dose activity change, negative = inhibition, most hits filed as inhibitors; active = well fitted inhibition curve with a large enough effect;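 also: 0% = full enzyme reaction and -100% = no-enzyme basal signal; the screen sought inhibitors and activators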
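Recombinant human alpha-glucosidase (4 nM final) hydrolysed bovine liver glycogen (30 ug) for 40 min at 37 C in pH 5.0 citrate/phosphate with 0.01% Tween-20. Released glucose detected by glucose oxidase/Amplex Red, Ex 573/Em 610 nm. Compounds up to 77 uM; AC50 from Hill fits.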
* marks the source's active call; other numbers are inactive results; [ ] = remark or other dose. Potency is read from the fitted curve at half-maximal effect. Only part of the results is shown (hit frequency here may not be typical).

SMILES | GAA glycogen mod
CCOc1ccc(NC(=O)NCCCN2CCN(c3ccc(F)cc3)CC2)cc1 | -14%[76.3 µM]
Cn1cncc1COC(=O)c1ccc(Cl)cc1 | 7%
CCn1c(SCC(=O)Nc2ccccc2Cl)nnc1C1CC1 | -10%
O=C(Nc1nnc(S(=O)(=O)N2CCOCC2)s1)c1ccc(Cl)cc1 | 18%[76.3 µM]
Cc1cc(C)c(OCCCCCn2ccnc2)c(C)c1 | -4%[76.3 µM]
COc1ccc(C(=O)c2sc(Nc3ccccc3)nc2C)cc1 | 2%
COc1ccc(OC)c(C2CC(=O)c3c([nH]c(C(=O)OCc4ccc(C)cc4)c3C)C2)c1 (stereo not drawn) | 13%[76.3 µM]
COc1ccccc1CNC(=O)C1CCN(S(=O)(=O)c2ccc3c(c2)NC(=O)CO3)CC1 | 15%[76.3 µM]
COc1ccc(NC(=O)CCS(=O)(=O)c2ccc3c(c2)oc(=O)n3C)cc1 | -3%[76.3 µM]
Cc1cc(S(=O)(=O)N2CCOCC2)ccc1OCC(=O)NCc1ccccn1 | -5%[76.3 µM]
CSc1ncc2c(=O)[nH]c(-c3ccccc3)nc2n1 | 4%
CCOc1ccc(CN(C)C(=O)c2ccc(NC(=O)CC3SC(N4CCCC4)=NC3=O)cc2)cc1 (stereo not drawn) | 2%[76.3 µM]
CC(C)N(C(=O)CSc1n[nH]c(=O)n1CCc1ccccc1)C(C)C | 4%
Cc1ccc(N(C(=O)c2snc(C(N)=O)c2N)C(C(=O)NCC2CCCO2)c2c[nH]c3ccccc23)cc1 (stereo not drawn) | -3%
CCC(NC(=S)NC1CCCCC1)c1ccc(C)cc1 (stereo not drawn) | 0%[76.3 µM]
CCn1c(=O)c2cc(C(=O)NCCc3cccc(C)c3)sc2c2ccccc21 | 16%[76.3 µM]
COc1ccc(C)cc1S(=O)(=O)N1CCc2ccccc2C1 | 4%[76.3 µM]
N#Cc1ccc(C(CC(=O)O)N2Cc3ccccc3C2=O)cc1 (stereo not drawn) | 4%
O=C(c1cccc(Cl)c1)N1c2ncnn2C2(CCCCC2)[C@@H]2CCCC[C@@H]21 | -3%[76.3 µM]
CCOc1ccc(NC(=O)c2cnc(Nc3ccccc3OC)c3ccccc23)cc1 | 15%[76.3 µM]
COc1ccc(-c2cc(-c3ccccc3)c(C#N)c(SCC(O)CS(=O)(=O)Cc3ccccc3)n2)cc1 (stereo not drawn) | 8%[76.3 µM]
Cc1ncc(CO)c(CNc2ccc(-c3nc4ccccc4[nH]3)cc2)c1O | -3%
COCCCNC(=O)c1ccc2c(=O)n(Cc3ccccc3OC)c(=S)[nH]c2c1 | 3%
COC(=O)c1c(C)oc2ccc(N(C(C)=O)S(=O)(=O)c3ccccc3)cc12 | 0%
COc1ccc2cc(C(N)=O)/c(=N\NC(=O)c3ccccc3)oc2c1 | -7%
COc1cc(/C=C(\NC(=O)c2ccccc2)C(=O)NC(C(=O)O)c2ccccc2)cc(OC)c1OC (stereo not drawn) | -13%[76.3 µM]
CCN(C(=O)c1cc2c(s1)-c1c(C)cccc1OC2)c1ccccc1F | 8%[76.3 µM]
COc1ccccc1C(=O)NNC(=O)CCN1C(=O)/C(=C\c2ccccc2)SC1=S | 2%
CCOc1cc(CNn2cnnc2)cc(Br)c1OCC(=O)NC(C)(C)C | 2%[76.3 µM]
CCSc1oc(-c2cccs2)nc1S(=O)(=O)c1ccc(Br)cc1 | -4%[76.3 µM]
COc1cccc(CNC(=O)c2ccc(-n3c(C)cc4c3CCC(C)C4)cc2)c1 (stereo not drawn) | 9%[76.3 µM]
Cc1ccc(NC(=O)Cn2cc(C(=O)c3cccs3)c3ccccc32)cc1C | -1%[76.3 µM]
CCN(CC)CCNC(=O)c1ccc(NC(=O)c2ccc(COc3ccccc3)cc2)cc1 | -3%[76.3 µM]
Cc1ccc(Cl)cc1NC(=O)N1CCC2(CC1)Oc1ccccc1C(=O)N2Cc1ccccc1F | -7%[76.3 µM]
Cc1ccc(NC(=O)C2CCCN(c3nccc(C)n3)C2)c(C)c1 (stereo not drawn) | 10%
COc1cccc(CNC(=O)C2Cc3ccccc3CN2C(C)=O)c1 (stereo not drawn) | 2%
O=S(=O)(c1ccc(OC(F)(F)F)cc1)N1CCC(c2nc3ccccc3s2)CC1 | 15%[76.3 µM]
Cc1cccc(NS(=O)(=O)c2ccc(NS(=O)(=O)c3cccs3)cc2)c1 | -26%[76.3 µM]
CCC(C(N)=NCCc1ccc(OC)c(OC)c1)c1ccccc1 (stereo not drawn) | 1%
COC(=O)c1ccccc1S(=O)(=O)N1CCC(C(=O)OC(C)C(=O)Nc2ccc(NC(C)=O)cc2)CC1 (stereo not drawn) | -8%[76.3 µM]
CCCCNC(=O)C1CCN(S(=O)(=O)c2cc(Br)cc3c2N(C(=O)CC)CC3)CC1 | 0%[76.3 µM]
Cn1c(SCC(=O)Nc2nccs2)nnc1-c1ccccn1 | -1%[76.3 µM]
COc1cccc(NS(=O)(=O)c2ccc(-n3cccn3)cc2)c1 | 13%[76.3 µM]
Cn1c(=O)n(C)c2cc(S(=O)(=O)Nc3ccc(F)cc3)ccc21 | 3%[76.3 µM]
Cc1cc(NC(=O)c2ccc3c(c2)OCCO3)cc(-c2nc3ccccc3o2)c1O | -9%[76.3 µM]

Sorted by SMILES length (falling): part of the list above
SMILES | GAA glycogen mod
COC(=O)c1ccccc1S(=O)(=O)N1CCC(C(=O)OC(C)C(=O)Nc2ccc(NC(C)=O)cc2)CC1 (stereo not drawn) | -8%[76.3 µM]
Cc1ccc(Cl)cc1NC(=O)N1CCC2(CC1)Oc1ccccc1C(=O)N2Cc1ccccc1F | -7%[76.3 µM]
CCCCNC(=O)C1CCN(S(=O)(=O)c2cc(Br)cc3c2N(C(=O)CC)CC3)CC1 | 0%[76.3 µM]
O=S(=O)(c1ccc(OC(F)(F)F)cc1)N1CCC(c2nc3ccccc3s2)CC1 | 15%[76.3 µM]
Cc1cc(NC(=O)c2ccc3c(c2)OCCO3)cc(-c2nc3ccccc3o2)c1O | -9%[76.3 µM]
COc1cccc(CNC(=O)c2ccc(-n3c(C)cc4c3CCC(C)C4)cc2)c1 (stereo not drawn) | 9%[76.3 µM]
Cc1cccc(NS(=O)(=O)c2ccc(NS(=O)(=O)c3cccs3)cc2)c1 | -26%[76.3 µM]
Cc1ccc(NC(=O)Cn2cc(C(=O)c3cccs3)c3ccccc32)cc1C | -1%[76.3 µM]
Cn1c(=O)n(C)c2cc(S(=O)(=O)Nc3ccc(F)cc3)ccc21 | 3%[76.3 µM]
CCSc1oc(-c2cccs2)nc1S(=O)(=O)c1ccc(Br)cc1 | -4%[76.3 µM]
COc1cccc(NS(=O)(=O)c2ccc(-n3cccn3)cc2)c1 | 13%[76.3 µM]
COc1cccc(CNC(=O)C2Cc3ccccc3CN2C(C)=O)c1 (stereo not drawn) | 2%
Cn1c(SCC(=O)Nc2nccs2)nnc1-c1ccccn1 | -1%[76.3 µM]

(further entries)
SMILES | GAA glycogen mod
O=C(O)c1cccc(Cn2c(Cl)c(/C=N/NC(=O)c3ccco3)sc2=O)c1 | -6%[76.3 µM]
COc1ccc(-c2nc3cc(NC(=O)c4cc5ccccc5o4)ccc3o2)cc1 | -9%[76.3 µM]
COc1ccccc1/C=C/C(=O)NC(=S)N1CCN(C)CC1 | 1%[76.3 µM]
CCOc1cc(C(=O)NCC(=O)N2CCC3(CC2)NCCc2[nH]cnc23)cc(OCC)c1OCC | -12%[76.3 µM]
CC(=O)Nc1cccc(NC(=O)CSc2nc(C3CC3)nc3ccccc23)c1 | -1%
CC1CCC(NC(=O)C2CCC(CNS(=O)(=O)c3cccc4cccnc34)CC2)CC1 (stereo not drawn) | -5%[76.3 µM]
CC(=O)c1cc2c(cc1NC(=O)CCn1cnnn1)OCO2 | 3%
CC1=C(C(=O)OCc2ccccc2)C(c2ccccc2Cl)NC(=O)N1CCCCCC(=O)O (stereo not drawn) | -12%[76.3 µM]
Cc1cc(C)cc(NC(=O)CSc2oc(-c3ccccc3)nc2S(=O)(=O)c2ccccc2)c1 | 13%[76.3 µM]
CC(=O)c1ccc(NC(=O)CN(c2c(C)cccc2C)S(C)(=O)=O)cc1 | 5%[76.3 µM]
C=CCOc1cccc(C(=O)N2CCCC(Nc3ccc4c(c3)OCCO4)C2)c1 (stereo not drawn) | -2%[76.3 µM]
COc1ccc(CN2CC(C(=O)NCCCN3CCCC(C)C3)CC2=O)cc1 (stereo not drawn) | -5%[76.3 µM]
CCOc1ccccc1OCCN1CCCC1 | 0%[76.3 µM]
Nc1nc(Nc2ccccc2F)sc1C(=O)c1ccc(Cl)cc1 | 8%[76.3 µM]
CC(=O)Nc1ccc(N(C(=O)c2ccccn2)C(C(=O)NC2CCCCC2)c2ccc(F)cc2)cc1 (stereo not drawn) | 0%[76.3 µM]
CCOC(=O)c1cc2c(ccc3nc(C)c(C)c32)[nH]c1C | -2%
O=C(Nc1ccccc1O)c1ccc([N+](=O)[O-])cc1 | -19%[76.3 µM]
COc1ccc(NC(=O)/C(C#N)=C/c2ccc(OCCN3CCOCC3)c(OC)c2)c(OC)c1 | 0%[76.3 µM]
COc1ccc(S(=O)(=O)N2CCOC2CNC(=O)C(=O)NCCc2ccccc2OC)cc1C (stereo not drawn) | 25%[76.3 µM]
CNS(=O)(=O)c1ccc(NC(=O)c2csc(C)c2)cc1 | 2%[76.3 µM]
CCOc1ccc(NC(=O)Cn2c(=O)oc3cc(Cl)ccc32)cc1 | 0%
COC(=O)c1ccc(N2CCN(C)CC2)c(NC(=O)COc2ccc(C)cc2)c1 | 5%[76.3 µM]
Nc1c(C(=O)Nc2cccc(Cl)c2)sc2nc3c(cc12)CN(Cc1ccccc1)CC3 | 16%[76.3 µM]
CCCCOP(=O)(c1ccc(N(C)C)cc1)C(O)c1cc(OC)ccc1OC (stereo not drawn) | 0%
COc1ccc(Nc2nnc(-c3ccncc3)s2)cc1Cl | 1%
COc1ccc(CNC(=O)CCCC(=O)Nc2cccc(Br)c2)cc1 | -6%[76.3 µM]
COC(=O)c1ccccc1NC(=O)CCCn1c(=O)c2cccn2c2cccnc21 | 0%[76.3 µM]
O=C(NNC(=O)c1ccc([N+](=O)[O-])cc1)c1ccc(Br)cc1 | 1%
CCOC(=O)N1CCN(C(=O)C2CCN(S(=O)(=O)c3cc(Cl)ccc3OCC)CC2)CC1 | -9%[76.3 µM]
O=C(O)C1CN(C(=O)c2ccccc2)c2cc(Cl)ccc2O1 (stereo not drawn) | 8%
CCN(Cc1ccccc1)C(=O)c1cc2c(s1)-c1c(C)cccc1OC2 | -19%[76.3 µM]
CN(CC(=O)Nc1ccc(Cl)cc1)C(=O)CCc1ccccc1 | -3%
CCCOC(=O)CSc1ncnc2sc3c(c12)CCC(C)C3 (stereo not drawn) | -13%[76.3 µM]
Cc1ccc(-c2nnc(Nc3ccc(C(=O)N(C)C)cc3)c3ccccc23)cc1S(N)(=O)=O | 1%
Cc1nn(CCCC(=O)NCc2ccc(OC(C)C)cc2)c(=O)c2c1sc1ccccc12 | 8%[76.3 µM]
CCn1c(C)c(C)c2cc(C(=O)NC3CCCCCC3)ccc21 | -4%[76.3 µM]
COc1ccccc1OCC(=O)Nc1ccccc1C(=O)Nc1cccc(C(=O)O)c1 | -2%[76.3 µM]
O=C(O)c1ccc(NC(=O)c2ccc(Cl)cc2)c(NC(=O)c2ccc(Cl)cc2)c1 | 0%[76.3 µM]
CCN=C1S/C(=C\c2cn(CC(=O)NCc3ccco3)c3ccccc23)C(=O)N1CC | -11%
COc1cc2c(cc1OC)C1O[C@](c3ccsc3)(C2)OC2=C1C(=O)CC(C)(C)C2 | -14%[15.3 µM]
CN(C)c1cccc(Oc2nc3c(c(=O)n(C)c(=O)n3C)n2C)c1 | 8%[76.3 µM]
CC1CCCC(C)N1/N=C/c1ccccc1F (stereo not drawn) | -4%
O=C(NCc1ccco1)c1ccc(CS(=O)Cc2ccc(Cl)cc2)o1 (stereo not drawn) | -2%[76.3 µM]
O=C(CCCc1nc(-c2ccccc2)no1)NC1CCCCC1 | 3%
O=C(Nc1ccccc1N1CCCCC1)c1cccc(Cl)c1 | 0%
CCCCN1CC(c2nc3ccccc3n2CCCCOc2cc(C)cc(C)c2)CC1=O (stereo not drawn) | -6%[76.3 µM]
COc1ccc(C(C(=O)NCc2ccccc2)N(C(=O)Cn2nnc3ccccc32)c2ccc(OC)cc2)cc1 (stereo not drawn) | -2%[76.3 µM]
Cn1c2ccc(F)cc2c2nnc(SCC(=O)Nc3cccc(O)c3)nc21 | 6%[76.3 µM]
COc1ccc(C(=O)NCCc2c[nH]c3ccccc23)cc1OC | 0%[76.3 µM]
CN(C)c1cc[n+](CC(=O)c2cccs2)cc1 | 0%[76.3 µM]
COc1ccc(CN2CCNC(=O)C2CC(=O)NCC2CCOCC2)cc1C (stereo not drawn) | 0%[76.3 µM]
CCN(CC(=O)Nc1ccc(NC(C)=O)cc1)C(=O)Cc1ccccc1F | 2%
CC(=O)c1cccc(NC(=S)NC(=O)c2cncc(Br)c2)c1 | 12%[76.3 µM]
COc1ccccc1OC(C)C(=O)Nc1ccc(-c2nc3ccccc3s2)cc1 (stereo not drawn) | -1%[76.3 µM]
O=C(Cn1cc(S(=O)(=O)Cc2cccc([N+](=O)[O-])c2)c2ccccc21)N1CCOCC1 | 2%[76.3 µM]
COC(=O)c1ccc2[nH]c3cccc(/C(=C/c4ccccc4)c4ccccc4)c3c2c1 | 7%[76.3 µM]
Cc1nn(C)c(C(=O)NNC(=S)NCc2ccccc2)c1Cl | -1%[76.3 µM]
CC(C)CC(=O)Nc1c2c(nn1-c1cccc(Cl)c1)CS(=O)C2 (stereo not drawn) | 0%
CCc1nc(SC)ncc1C(=O)NCc1cccc(Br)c1 | -8%[76.3 µM]

Rewritten field by field: part of the list above.
structure: COc1ccc(-c2nc3cc(NC(=O)c4cc5ccccc5o4)ccc3o2)cc1
  GAA glycogen mod = -9%[76.3 µM]

structure: COc1ccccc1/C=C/C(=O)NC(=S)N1CCN(C)CC1
  GAA glycogen mod = 1%[76.3 µM]
